From PubChem BioAssay
hDAT+cocaine: human DAT dopamine uptake with cocaine, either direction | Q01959 | LLC-PK1 hDAT cells, [14C]-dopamine uptake with cocaine IC80; actives deviate in either direction | B-score at 10 µM | 110,000 compounds, 1.3% hits | AID 449768;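 active = Z score or B-score, a plate-position-corrected score, falls beyond the plate's 99.7% confidence bounds, in either direction; inactive = both scores lie inside the 99.7% bounds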;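 also: scored against the spread of the other compound wells on the same plate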
Target sequence (Q01959 whole entry, looked up): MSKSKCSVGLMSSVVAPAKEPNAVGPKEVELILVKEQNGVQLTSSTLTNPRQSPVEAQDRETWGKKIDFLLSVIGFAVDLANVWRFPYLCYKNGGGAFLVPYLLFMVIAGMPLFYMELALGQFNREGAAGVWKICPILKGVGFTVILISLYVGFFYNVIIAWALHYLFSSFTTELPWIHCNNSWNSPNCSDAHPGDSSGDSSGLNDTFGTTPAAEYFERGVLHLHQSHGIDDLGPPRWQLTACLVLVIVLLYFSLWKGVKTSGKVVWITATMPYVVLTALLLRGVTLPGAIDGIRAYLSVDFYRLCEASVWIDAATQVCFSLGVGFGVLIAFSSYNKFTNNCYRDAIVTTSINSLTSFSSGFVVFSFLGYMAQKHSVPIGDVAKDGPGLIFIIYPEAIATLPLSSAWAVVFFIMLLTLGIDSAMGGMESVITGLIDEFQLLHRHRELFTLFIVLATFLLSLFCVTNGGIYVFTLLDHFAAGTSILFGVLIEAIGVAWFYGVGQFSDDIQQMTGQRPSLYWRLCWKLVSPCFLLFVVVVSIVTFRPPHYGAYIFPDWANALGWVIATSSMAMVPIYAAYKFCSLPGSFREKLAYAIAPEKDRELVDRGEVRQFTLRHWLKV
PostGolgi yeast: growth inhibition of a yeast mutant, post-Golgi transport screen | 98,000 compounds, 0.9% hits | AID 739 | inhibition, % at 10 µM | post-Golgi transport phenotypic cell assay;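 also: yeast cells grown in 1536-well plates; yeast grown about 18 h at 30C before absorbance read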
sEH inhibitor: soluble epoxide hydrolase (human) inhibition | recombinant human sEH enzymatic activity assay | inhibition, % at 2 µM | 91,000 compounds, 0.34% hits | AID 707; in the data active = inhibition above about 80%; also: values of inactives mirror those of a sister screen read the other way; many of its hits are not listed in these tables
CYP2C19 act: cytochrome P450 2C19 (human) activation; recombinant CYP2C19, luciferin-H EGE luminescence; stronger effect = higher value; 0 = fully inhibited enzyme, 1 = untreated enzyme; 96,000 tested, under 10 active; activation factor at 5 µM; AID 1025;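 active = activation factor of at least 2 at 5 µM in the primary screen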;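 also: 0 = wells with 2.5 mM tranylcypromine and 1 = vehicle-only wells; values of inactives mirror those of a sister screen read the other way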
sEH act: activators of human soluble epoxide hydrolase; activation, % at 2 µM; 91,000 compounds, 0.04% hits; P34913; purified human sEH enzymatic activity, activator screen; in the data active = activation above about 37%; also: values of inactives mirror those of a sister screen read the other way
S1P2 ag: agonists of human S1P2 receptor | S1P2-expressing cell line, agonist reporter read-out | AID 729 | activation, % at 4.5 µM | 97,000 compounds, 0.46% hits; in the data active = activation above about 16%;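 also: 0% = vehicle low control and 100% = maximal reference agonist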
Target sequence (O95136 whole entry, looked up): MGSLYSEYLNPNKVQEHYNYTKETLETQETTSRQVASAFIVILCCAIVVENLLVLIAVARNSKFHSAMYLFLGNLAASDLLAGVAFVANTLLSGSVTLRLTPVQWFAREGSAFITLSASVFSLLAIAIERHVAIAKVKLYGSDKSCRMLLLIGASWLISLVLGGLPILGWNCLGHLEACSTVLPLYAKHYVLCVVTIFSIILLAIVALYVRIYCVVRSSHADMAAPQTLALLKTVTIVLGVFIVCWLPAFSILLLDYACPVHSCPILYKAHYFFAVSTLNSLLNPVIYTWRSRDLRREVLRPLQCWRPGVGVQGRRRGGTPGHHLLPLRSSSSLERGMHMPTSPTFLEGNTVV
CYP2C19 inhib: human CYP2C19 inhibition | inhibition, % at 5 µM | AID 778 | 96,000 compounds, 21% hits | CYP2C19 Supersomes, luciferin-H EGE luminescence, 30 min;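 active = CYP2C19 inhibition above a set limit at 5 µM in the primary screen, cut at about 50% in these data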;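 also: plate controls were negative control wells for no effect and 2.5 mM tranylcypromine positive control for full effect; values of inactives mirror those of a sister screen read the other way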
PostGolgi ctrl: growth of the yeast control strain, post-Golgi counter-screen; efflux-deficient yeast background strain, growth absorbance A615, 16 h; 98,000 compounds, 5% hits; inhibition, % at 10 µM
S1P2 blocker: antagonists of human S1P2 receptor; 97,000 compounds, 0.21% hits; O95136; cell-based S1P2 antagonist assay, inhibition at 5 uM; inhibition, % at 5 µM; AID 736; in the data active = inhibition above about 45%;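 also: CRE beta-lactamase reporter cells expressing human S1P2 stimulated with S1P; 0% = agonist at EC80 alone and 100% = agonist plus reference antagonist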
Starred values were filed as active, the others as inactive; x = not tested or not shown. Rule as the data show it, unless noted: active = inhibition above about 30%; inactive = the rest.

mol	hDAT+cocaine	PostGolgi yeast	sEH inhibitor	CYP2C19 act	sEH act	S1P2 ag	CYP2C19 inhib	PostGolgi ctrl	S1P2 blocker
O=C(Nc1ccccn1)c1ccco1	-0.96	10	-9	0.9	13	-5	5	11	-7
Cc1ccc(-c2c(C#N)c(N)nc3c2CCCCC3)o1	0.67	-1	x	0.5	x	x	53*	24	x
O=C(CSc1nnc(-c2cccnc2)n1CCc1ccccc1)N1CCCCC1	0.077	-4	1	0.8	-2	-4	16	1	3
COc1ccc([N+](=O)[O-])cc1COc1ccc2c(-c3ccccc3)cc(=O)oc2c1	x	20	-17	0.9	16	-3	6	6	-17
N/C(=N\OC(=O)c1ccc(Cl)cc1)c1ccccn1	-0.41	-5	-7	1	8	-4	2	21	14
CCOC(=O)C1C(c2cccs2)NC(=O)N(C)C1(O)C(F)(F)F (centres undefined)	-0.065	-4	0	0.9	3	-7	15	5	14
O=Cc1ccc(OC(=O)C2CC(=O)N(c3ccc(F)cc3)C2)cc1 (centres undefined)	-0.047	6	-1	1	0	-9	-5	-3	0
Cc1ccc2occ(CN3CCN(c4ccccc4)CC3)c(=O)c2c1	-1.1	-4	-5	0.2	8	-14	82*	19	-7
N#Cc1cc2ccccc2nc1SCC(=O)Nc1ccc(S(=O)(=O)N2CCCC2)cc1	0.81	-13	79	0.6	-80	-10	38	1	1
CCOC(=O)CC1C(=O)NCCN1S(=O)(=O)c1ccc(Cl)cc1Cl (centres undefined)	-0.07	-1	22	0.8	-21	-3	15	22	2
CN(C)c1ccc(C=Nc2ccc(N(C)C)cc2)cc1	0.12	x	4	x	1	-2	x	x	-21
COc1ccc(-c2cc(C(F)(F)F)nc(N3CCN(Cc4ccccc4)CC3)n2)cc1OC	-0.0041	0	x	1	x	3	4	11	-22
COc1ccc2nc(C)cc(N3CC(C)OC(C)C3)c2c1 (centres undefined)	0.086	0	-32	1	29	-3	1	4	-1
COc1ccc(NC2SC(=O)N(CC(=O)O)C2=O)cc1 (centres undefined)	1	9	-3	1	4	-1	-2	37*	13
CCNc1nc(NC(C)C)nc(NS(=O)(=O)c2ccc(N)cc2)n1	-0.0091	-2	-8	1.3	5	-2	-27	4	-3
Cc1cc(NC(=O)CSc2nc3c(c(=O)n2-c2ccc(Br)cc2)SCC3)no1	-0.56	x	9	x	-6	-3	x	x	-12
O=C(c1ccccc1)N1CCCCC(S(=O)(=O)c2ccc3ccccc3c2)C1=O (centres undefined)	-0.94	-13	2	0.5	-1	-2	54*	30	2
O=C(C(Cc1ccc(Cl)cc1)NS(=O)(=O)c1ccccc1)N1CC[C@@]2(O)CCCC[C@H]2C1 (some centres undefined)	-0.18	-16	-4	0.3	8	-4	70*	7	9
COc1ccccc1-n1c(SCC(=O)NC(C)(C)C)nc(O)c(Cc2ccccc2)c1=O	-0.99	-8	7	0.9	-4	-7	8	3	5
CC(C)(C)SCCNC(=O)COc1ccc(Cl)cc1	0.8	-1	-1	1	2	-1	-3	5	1
COCCn1c(=S)[nH]c2cc(OC)c(OC)cc2c1=O	-0.078	5	-8	1	10	-10	4	12	-8
Cc1ccc(OCCn2c(CCCO)nc3ccccc32)cc1	-0.82	9	-10	0.4	11	-4	59*	3	-20
CCOc1ccc(C2OC34CCCCC3C(C#N)(C#N)C2(C#N)C(=N)O4)cc1OC (centres undefined)	0.0039	-9	5	0.9	-8	4	8	12	6
CC(=O)N1CCN(c2ccc(NCc3ccc4c(c3)OCO4)cc2)CC1	-0.033	-2	-3	0.8	1	-9	15	7	4
COC(=O)c1c(O)c2c([nH]c1=O)CCCC2	1.1	1	-7	1	7	1	3	5	21
COc1ccc(CCNC(=O)c2cnn(-c3ccc(C)c(C)c3)c2NC(=O)c2ccco2)cc1OC	1.8	2	-20	1	17	-4	-1	11	-5
CCN1CCC(C(N)=O)CC1	-1	-3	-1	0.9	3	-4	6	-3	-20
COc1ccc(/C(O)=C2/C(=O)C(=O)N(Cc3ccco3)C2c2cccs2)cc1 (centres undefined)	-0.013	2	12	x	-11	-7	x	-1	-4
CCOc1ccc(C2CC(c3cccc(OC)c3OC)n3nnnc3N2)cc1Cl (centres undefined)	-4.3*	-1	x	0	x	x	98*	-1	x
COCCNC(=O)CN(c1ccc(C)cc1)S(=O)(=O)c1ccccc1	-0.67	-2	10	0.9	-12	-5	12	6	8
COCCCNC(=O)CCC(=O)Nc1ccc2nc(N3CCOCC3)cc(C)c2c1	1.2	4	-2	1	1	-2	-3	10	12
Cc1cccc(-c2noc(CCCOc3ccc(Cl)cc3Cl)n2)c1	0.61	-4	2	0.7	-3	-3	30	2	-26
Nc1ccc(-n2nncc2-c2ccccc2)cc1	-0.74	x	8	x	-4	-4	x	x	14
CCC(=O)NC(NCC1CCCO1)C(Cl)(Cl)Cl (centres undefined)	-1.3	9	0	0.9	2	-2	9	-2	11
C=CCn1c(SCC(O)Cn2c3ccccc3c3ccccc32)nnc1-c1ccco1 (centres undefined)	1.5	-8	1	0	0	0	98*	46*	3
C#CCOc1c(Br)cc(/C=N/O)cc1OCC	0.29	-1	-1	0.5	2	-2	47	-4	-40
CCC(C)NS(=O)(=O)c1ccc(S(=O)(=O)N(CC(=O)Nc2ccccc2)Cc2ccco2)cc1 (centres undefined)	0.19	16	0	0.7	-2	-5	29	-1	15
O=C(c1ccco1)N1CCN(C(=O)N2c3ccccc3Sc3ccccc32)CC1	-0.46	-3	9	0.7	-10	2	32	44*	-8
Cc1cccc(C)c1OCC(=O)N/N=C/c1ccc2c(c1)OCO2	-0.031	5	-7	0.9	7	-3	8	1	-5
Cc1nc(-c2cccnc2)sc1C(=O)Nc1ccc(C(F)(F)F)cc1	0.22	-5	19	0.9	-20	-7	13	3	10
COc1ccc(/C=C2\C(=O)NCC(=O)N2Cc2ccccc2)cc1	0.38	-3	-11	0.4	13	-4	65*	25	-2
O=C(O)CCCC(=O)NS(=O)(=O)c1ccc(Cl)cc1	-0.024	-5	-3	1	1	-5	-2	-8	-19
CCOc1ccc(S(=O)(=O)NCc2ccccn2)cc1	0.19	-11	8	0.3	-7	-4	74*	30*	2
Cc1c(N2C(=O)/C(=C\c3cccc4ccccc34)SC2=S)c(=O)n(-c2ccccc2)n1C	-0.59	-2	-5	0.3	3	-13	71*	54*	2
Cc1ccc(-n2c(Cc3cccn3C)nnc2SCC(=O)Nc2cc(C)on2)cc1	-0.98	0	x	1	x	-4	2	-4	3
O=C(Cn1cnc2c(nnn2Cc2ccccc2F)c1=O)OCc1ccccc1	x	5	-1	0.9	1	5	14	10	-6
O=C(Nc1ncc(Cc2ccccc2)s1)C1CCCO1 (centres undefined)	-0.36	-12	-2	0.8	1	0	20	2	3
Cc1cc(N=CC2=C(O)CCCC2=O)no1	-0.87	-4	-4	1	3	0	2	12	7
O=C1CN(S(=O)(=O)c2ccc(Cl)cc2)CC(=O)N1CCc1ccccc1	-0.5	-1	12	0.9	-14	-6	8	24	0
CCC(C)[C@@H](C(=O)Nc1ccc(OC)c(OC)c1)N1Cc2ccccc2C1=O (some centres undefined)	1.2	-4	-1	0.6	0	-6	44	5	-16
CCC(CC)NC(=O)CSc1nnc(-c2ccc(OC)cc2)n1C(C)C	0.49	0	-5	1.1	3	-1	-12	8	-8
COC(=O)c1cc(F)c(-n2cncn2)c(F)c1	0.27	2	-7	0.3	10	-2	70*	-8	9
C=CCn1nnnc1SCC(=O)Nc1cccc(OC)c1	-0.41	20	x	0.6	x	x	37	-5	x
COc1ccc(/C=N\NS(=O)(=O)c2ccc(Br)cc2)cc1COc1ccccc1[N+](=O)[O-]	-0.09	x	-2	x	6	1	x	x	-12
CC(C)c1ccc(NC(=O)CCNS(=O)(=O)c2cccc3nsnc23)cc1	-0.28	-8	20	0.9	-20	0	11	6	-17
CCS(=O)(=O)c1ccc2c(c1)N(S(C)(=O)=O)CC(C(=O)NC1CC1)O2 (centres undefined)	-1.1	5	5	0.9	-4	-4	8	9	12
CC(=O)NCCOC(=O)Nc1ccncc1	-0.61	1	-8	0.8	7	-1	22	6	-19
Cc1ccc(CNC(=O)C(=O)NCC2CCCO2)cc1 (centres undefined)	0.084	x	1	x	-1	0	x	x	0
Cc1c(N=Cc2c(O)n(C)c(=O)c3ccccc23)c(=O)n(-c2ccccc2)n1C	0.093	-4	0	0.7	4	-6	26	3	-4
COc1ccc(-c2ccc(S(=O)(=O)N3CCOCC3)cc2)cc1	-0.083	-1	6	0.6	-1	-4	42	0	5

Quoted at random: three records from the list, in no set order.
mol	hDAT+cocaine	PostGolgi yeast	sEH inhibitor	CYP2C19 act	sEH act	S1P2 ag	CYP2C19 inhib	PostGolgi ctrl	S1P2 blocker
CC(=O)NCCOC(=O)Nc1ccncc1	-0.61	1	-8	0.8	7	-1	22	6	-19
Cc1ccc(-n2c(Cc3cccn3C)nnc2SCC(=O)Nc2cc(C)on2)cc1	-0.98	0	x	1	x	-4	2	-4	3
O=C(Cn1cnc2c(nnn2Cc2ccccc2F)c1=O)OCc1ccccc1	x	5	-1	0.9	1	5	14	10	-6

New compounds follow
mol	hDAT+cocaine	PostGolgi yeast	sEH inhibitor	CYP2C19 act	sEH act	S1P2 ag	CYP2C19 inhib	PostGolgi ctrl	S1P2 blocker
COc1cccc(NC(=O)CCCOc2cc(=O)n(C)c3ccccc23)c1	-2	6	4	0.4	-2	-6	64*	1	-3
Cc1nn(-c2ccccn2)c2nc(-c3cccs3)cc(C(=O)NCc3ccco3)c12	1.4	15	5	0.4	-6	-5	61*	7	-2
CCOc1cc(C2NC(=O)NC(O)(C(F)(F)F)C2C(=O)c2ccc(Cl)cc2)ccc1O (centres undefined)	-0.019	-2	6	1	-8	-8	-3	-8	3
COC(=O)c1sc2nc(-c3ccco3)ccc2c1N	0.33	17	7	1.1	-6	-2	-9	0	-25
COC(=O)C(C)(C(=O)OC)c1ccccc1[N+](=O)[O-]	1.2	0	-1	0.9	-1	-8	8	1	-13
CC(=O)Nc1nonc1NC(=O)c1ccc(F)cc1	0.67	12	-12	0.7	8	-2	34	7	-20
O=C(Nc1cccc2ccccc12)N1CCc2ccccc2C1	0.21	x	27	x	-25	-6	x	x	-5
CCCN1Cc2cccc(C(=O)Nc3cc(OC)cc(OC)c3)c2C1=O	-0.34	-4	-1	0.9	1	-1	12	8	7
CC12CCC(C(=O)NCc3cccnc3)(OC1=O)C2(C)C (centres undefined)	-0.27	-3	9	0.9	-7	1	11	9	2
CC1=CCP(=O)(c2ccccc2)C1 (centres undefined)	0.16	5	3	1	0	-7	0	1	-4
Cc1nnc(SCC(=O)N/N=C/c2cn(-c3ccccc3)nc2-c2ccc(F)cc2)n1-c1ccccc1	-0.058	1	-7	1	7	-1	4	5	18
C#CCSc1nnc(-c2cc3c(C(F)(F)F)nn(C)c3s2)n1C	0.0015	-2	6	1	-4	-6	-3	-10	13
Cc1nn(C)c(C)c1NC(=O)c1ccc(Cl)cc1	0.66	23	8	0.9	-7	-4	6	7	-10
Cc1cc(=O)n(C)c(=O)n1CCCCCN1CCCC1	-0.21	-1	4	1.2	-5	-2	-17	0	-6
Cc1c(C)c2cc(Cl)c(O)c(CN3CCCCC3)c2oc1=O	0.085	-35	4	1.1	-3	2	-10	7	-12
O=C(N1CCOCC1)N1c2ccccc2CC(N2CCOCC2)c2ccccc21 (centres undefined)	0.89	1	8	0.8	-6	-4	19	-1	3
CC(C)(C)NC(=O)COC(=O)c1cc(S(=O)(=O)N2CCCCC2)ccc1N1CCOCC1	0.047	-3	-14	0.3	16	-6	66*	8	16
CC1(C)CC(=O)c2cc(OCC(=O)NCc3cccnc3)ccc2O1	-0.089	-1	4	0.9	-3	-6	14	3	5
